HCMV antiviral = inhibitors of human cytomegalovirus; HFF cells, HCMV-luciferase reporter, 72 h; active compounds read low; activity change, negative = inhibition, % at 57.5 µM; hit rate 4.5% among 410,000; in the data active = activity change below about -60%; inconclusive = no clear call, values can overlap the other calls; inactive = above about -39%
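Screen run at 2 compound doses on HFFs infected with reporter HCMV, MOI 1 PFU/cell. Luciferase activity from cell lysates at 72 h post infection gave inhibition relative to buffer-only and Salinomycin wells.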
HCV inhibitor = inhibitors of hepatitis C virus infection | Huh7.5.1 HCVcc-Cre infection, luciferase reporter, 44 h | Potency, µM (top dose mostly 41.8 µM), for the others: at the top dose activity change, negative = inhibition, hits mostly inhibitors | hit rate 3.4% among 340,000; note: potency is the fitted concentration of half-maximal effect
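Infectious HCVcc-Cre (~0.5 moi) was added to cells just after compound, with cells seeded 4 h earlier at 1,000 per well. Luciferase activity after 44 h culture reported infection; substrate was incubated 15 min at room temperature before reading.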
FBPA Giardia inh = blocks Giardia fructose-bisphosphate aldolase activity; purified Giardia FBPA; hit rate 0.71% among 290,000; AID 2451; A8B2U2; Potency, µM (highest dose often 59.6 µM), for the others: at the highest dose activity, negative = inhibition, most hits filed as inhibitors; note: potency is the fitted concentration of half-maximal effect; nearly all actives have a fitted effect of over 55% in size
Target sequence (A8B2U2 whole entry, looked up): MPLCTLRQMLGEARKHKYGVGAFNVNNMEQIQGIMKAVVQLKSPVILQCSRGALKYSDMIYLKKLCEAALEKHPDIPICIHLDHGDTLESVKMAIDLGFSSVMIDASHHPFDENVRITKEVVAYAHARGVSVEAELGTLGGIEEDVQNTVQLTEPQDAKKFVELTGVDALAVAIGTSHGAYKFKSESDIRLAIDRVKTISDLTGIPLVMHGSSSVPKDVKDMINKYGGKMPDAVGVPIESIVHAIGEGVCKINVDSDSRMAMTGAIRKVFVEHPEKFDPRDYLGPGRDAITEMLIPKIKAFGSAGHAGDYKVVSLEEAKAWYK
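Giardia FBPA (40 nM reagent) was preincubated 10 min at RT with compound (up to 57.5 uM final), then substrate plus GAPDH/TPI/NAD/arsenate coupling system with diaphorase/resazurin was added; resorufin fluorescence (525/598 nm) was read after 20 min.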
AMA1 RON2 block = disrupts binding of P. falciparum AMA1 to RON2 | hit rate 0.2% among 360,000 | AlphaScreen AMA1-biotinylated RON2 peptide binding | AID 720542 | Potency, µM (series often up to 58.2 µM), without a hit: top-dose activity change, negative = inhibition, hits mostly inhibitors;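 note: potency is the fitted concentration of half-maximal effect; 0% = vehicle wells and -100% = peptide control; nearly all actives have a fitted effect of over 45% in size; some results filed as inactive show a strong effect at the top dose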
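AMA1 (3D7) with his tag at 25 nM final met compounds first, then biotinylated RON2 peptide at 25 nM; detection used donor plus acceptor beads, 10 µg/mL apiece, read by AlphaScreen after 30 min at room temperature.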
AmpC detergent = AmpC beta-lactamase inhibition with detergent present; P00811; AmpC hydrolysis of nitrocefin, absorbance 480 nm, 0.01% Triton; Potency, µM (series often up to 114 µM), for inactives: at the top dose activity change, negative = inhibition, most hits filed as inhibitors; hit rate 0.041% among 370,000; AID 485294;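 note: potency is the fitted concentration of half-maximal effect; 0% = no-compound wells and -100% = no-enzyme wells; nearly all actives have a fitted effect of over 25% in size; some results filed as inactive show a strong effect at the top dose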
Target sequence (P00811 whole entry, looked up): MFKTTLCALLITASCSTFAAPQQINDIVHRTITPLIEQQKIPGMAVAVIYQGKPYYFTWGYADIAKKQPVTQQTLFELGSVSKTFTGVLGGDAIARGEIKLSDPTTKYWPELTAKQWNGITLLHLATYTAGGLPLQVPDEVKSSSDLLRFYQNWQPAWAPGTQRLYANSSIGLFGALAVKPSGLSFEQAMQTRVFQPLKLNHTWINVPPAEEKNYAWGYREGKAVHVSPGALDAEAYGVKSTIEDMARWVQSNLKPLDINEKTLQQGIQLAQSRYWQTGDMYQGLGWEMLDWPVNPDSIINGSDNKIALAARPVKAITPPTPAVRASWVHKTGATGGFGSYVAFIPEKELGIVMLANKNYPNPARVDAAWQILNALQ
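20 mM phosphate pH 7.0 + 0.01% (detergent screen) or 0.0001% Triton X-100; 5.3 nM AmpC reagent; cpd preinc 15 min RT; nitrocefin (800 uM stock) to start; A480 q20 s × 4 min; Activity was normalised to no-enzyme and no-compound control wells.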
Sm TGR inh = blocks Schistosoma mansoni thioredoxin glutathione reductase; Q962Y6; purified TGR, DTNB reduction, TNB absorbance 405 nm; Potency, µM (highest dose often 114 µM), for the others: at the highest dose activity change, negative = inhibition, usual class: inhibitors; hit rate 3% among 360,000; AID 485364; note: potency is the fitted concentration of half-maximal effect; nearly all actives have a fitted effect of over 60% in size
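Kinetic colorimetric format: TGR-catalysed, NADPH-driven DTNB reduction monitored via TNB absorbance. Enzyme dispensed at 20 nM; compound exposure 15 min at room temperature before reaction start.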
Numbers without * were called inactive; ? = inconclusive; . = no result given; + = active, no number; & = joins results of further samples; [ ] = dose if it differs, or a comment. Unless noted, calls come from the whole dose curve; as a rule, active = well fitted curve in the direction sought with a large enough effect; inconclusive = small, poorly fitted or top-dose-only effect, or another doubt; inactive = no such curve, though single readings can be large; an effect the other way counts as inactive or inconclusive. Unless noted, % is set by controls: 0 for no effect and ±100 for the full control effect.

SMILES	HCMV antiviral	HCV inhibitor	FBPA Giardia inh	AMA1 RON2 block	AmpC detergent	Sm TGR inh
Cc1onc(-c2ccccc2)c1C(=O)/C=C/N(C)C	14	17%	3%	0%	2%	-3%
Cc1cccc(OCCCC(=O)Nc2ccc(S(N)(=O)=O)cc2)c1C	14	-2%	5%	11%	2%	4%
COc1cccc(C(=O)COc2ccc3c(C)c(Cc4ccccc4)c(=O)oc3c2)c1	-10	-2%	5%	-7%	?	-8%
CCOc1ccc(-n2c(=O)c3sccc3n(CC(=O)Nc3cccc(OC)c3)c2=O)cc1	+	18%	2%	2%	-6%	-14%
Cc1nnc(Nc2ccc(C(=O)O)cc2)[nH]c1=O	?	4%	-3%	-2%	-5%	1%
COc1ccccc1-c1c(C)nn2c(-c3ccccc3)cc(-c3ccccc3)nc12	-28	.	.	.	18%	11%
Cc1ccc(/C=N/NC(=O)c2nnn(-c3nonc3N)c2CN(C)C)s1	-11	13%	.	0%	-6%	4%
Cc1cc(-c2cc(C(=O)Nc3ccccc3)on2)nc(NCC2CC2)n1	36	13%	.	18%	.	.
COc1ccc(OS(=O)(=O)Cc2ccccc2)cc1	?	0%	3%	4%	-8%	0%
CC(C)(O)/C=C/C(=O)[C@](C)(O)C1[C@H](O)C[C@@]2(C)C3CC=C4C(C=C(O[C@@H]5O[C@H](CO)[C@@H](O)[C@H](O)[C@H]5O)C(=O)C4(C)C)[C@]3(C)C(=O)C[C@]12C (some centres undefined)	19	44%[activator]	.	6%	.	.
COC(C/C=C/[C@H](O)[C@H](C)OCc1ccccc1)OC	-7	-10%[8.37 µM]	.	-1%	.	.
CCc1nnc(NC(=O)NCN2C(=O)C3C4C=CC(C4)C3C2=O)s1 (centres undefined)	-8	3%	4%	9%	1%	4%
CCOC(=O)/C(=C\c1cn(C)c2ccccc12)[N+](=O)[O-]	90	8%	-7%	0%	-1%	?
CCOC(=O)CCC(=O)Nc1nnc2n1CCS2	20	.	.	.	-5%	5%
CC(C)c1ccc(S(=O)(=O)N2CCN(C(=O)C3CC3C)CC2)cc1 (centres undefined)	-6	?	.	-7%	?	-15%

Three consecutive compounds out of the list so far, for reference:
SMILES	HCMV antiviral	HCV inhibitor	FBPA Giardia inh	AMA1 RON2 block	AmpC detergent	Sm TGR inh
CCOC(=O)/C(=C\c1cn(C)c2ccccc12)[N+](=O)[O-]	90	8%	-7%	0%	-1%	?
CCOC(=O)CCC(=O)Nc1nnc2n1CCS2	20	.	.	.	-5%	5%
CC(C)c1ccc(S(=O)(=O)N2CCN(C(=O)C3CC3C)CC2)cc1 (centres undefined)	-6	?	.	-7%	?	-15%

(listing goes on)
SMILES	HCMV antiviral	HCV inhibitor	FBPA Giardia inh	AMA1 RON2 block	AmpC detergent	Sm TGR inh
CCCCNC(=O)C(c1ccc(OCC(=O)OC)c(C(=O)OC)c1)N(CCOC)C(=O)CCCCCN1C(=O)NC(c2ccc(-c3ccccc3)cc2)C(C(=O)OCc2ccccc2)=C1C (centres undefined)	-95*	.	2%&-1%	.	4%	3%
COc1ccc(S(=O)(=O)Nc2cccnc2)cc1	-19	9%	8%	-2%	2%	4%
Cc1ccccc1NS(=O)(=O)c1ccc2[nH]c(=O)[nH]c2c1	3	6%	-16%	17%	3%	.
CCOc1ccc(CCNC(=O)c2ccc(CS(=O)(=O)Cc3ccccc3Cl)o2)cc1OCC	0	.	.	.	2%	-26%
CCOC(=O)C(=O)C1=C(N2CCOCC2)/C(=C\c2ccc(F)cc2)CC1	?	?	-9%	-22%	-13%	28µM*
Cc1cc(O)c(C2=Nc3ccccc3SC(c3ccc(Cl)cc3)C2)c(=O)o1 (centres undefined)	-35	?	-9%	17%	?	-15%
CCC(C)(C)c1nnc(NC(=O)C2CC(=O)N(CCc3ccc(F)cc3)C2)s1 (centres undefined)	-6	-10%	-7%	9%	-2%	5%
CCn1cc(C(=O)NCCCN2CC(C)CC(C)C2)c2cc(OC)c(OC)cc2c1=O (centres undefined)	19	-19%&-14%	1%	1%	-11%	11%
CN(CCOc1ccccc1)CC(O)COc1ccccc1 (centres undefined)	-20	3%	9%	-5%	-3%	-7%
Cc1cccc2c(C(=O)O)c3c(nc12)CCCCC3	19	23%	-13%	4%	-3%	4%
C[C@]12c3[nH]c4ccc(Cl)cc4c3CCN1C(=O)[C@@H](CC(=O)NCc1ccco1)C[C@@H]2C(=O)N1CCCCC1	-19	?	.	?	.	.
Cc1c(NC(=O)COC(=O)COc2ccc(Nc3ccccc3)cc2)c(=O)n(-c2ccccc2)n1C	-3	16%	4%	-25%	-1%	?
CCC(Sc1ncccc1C(=O)OC(C)C)C(=O)N1CCOCC1 (centres undefined)	-6	-3%	0%	5%	-1%	7%
COC(=O)C1=C(C)Nc2nnnn2C1c1ccco1 (centres undefined)	15	0%	0%	-5%	-12%	-13%
CCOc1c2ccc(C(=O)NCc3cc(C(F)(F)F)cc(C(F)(F)F)c3)cc2nn1C	-21	?	0%	-10%	2%	4%
O=C(Nc1ccc(Cl)cc1)c1ccc2c(=O)n3c(nc2c1)CCCCC3	-21	?	4%	-1%	10%	10%
COc1c2ccc(C(=O)NCCCCc3ccccc3)cc2nn1C	20	0%	3%	-15%	1%	15%
N#CC1=C(N)OC2=C(C(=O)CCC2)C1c1cc2c(cc1Br)OCO2 (centres undefined)	17	-2%	-1%	0%	?	-2%
Cc1nn(-c2nc3ccccc3n2Cc2ccccc2)c2c1C(=O)CC(C)(C)C2	-16	?	6%	-8%	3%	1%
O=C(NCC1CCCO1)c1cc2ccccc2o1 (centres undefined)	?	9%	.	3%	2%	?
CCN(C(=S)Nc1ccccc1F)C1CCCCC1	-12	-17%	0%	1%	3%	5%
O=C(Nc1ccc2c(c1)OCCO2)C1CCCN1S(=O)(=O)c1cccc2cccnc12 (centres undefined)	13	2%&6%	-1%	0%	-9%	-13%
CN(C)C(=O)c1ccc(NC(=O)c2cccc(S(=O)(=O)N3CCCCCC3)c2)cc1	?	?	.	-3%	2%	7%
COc1ccccc1N1CCN(S(=O)(=O)c2c(C)sc3ncn(CC(=O)Nc4ccc(C(F)(F)F)cc4)c(=O)c23)CC1	2	.	.	.	6%	10%
CC(C)[C@H](NC(=O)c1ccc(C(C)(C)C)cc1)C(=O)N1CCN(Cc2ccc3c(c2)OCO3)CC1	?	11µM*	.	-11%	.	.
Cc1ccc(C(=O)OCC(=O)NC2CCCCCC2)c(C)c1	-5	?	.	-5%	0%	1%
Cn1c(=O)cc(N2CCCCC2)[nH]c1=O	48	-6%	-14%	22%	?	8%
COc1ccccc1OCCn1cc(C(=O)C(C)C)c2ccccc21	14	?	6%	8%	-1%	-1%
COc1ccc(NC(=O)Nc2cccc3c2O[C@H](CN(C)S(=O)(=O)c2ccc(F)cc2)[C@@H](C)CN([C@H](C)CO)C3=O)cc1	2	?	.	-5%	.	.
Cc1cc(C)n(CC2CC(=O)N(c3ccc(F)c(Cl)c3)C2=O)n1 (centres undefined)	1	19%	-6%	4%	-3%	-1%
Cc1cccc(C)c1NC(=O)CSc1nnc(C2CCCCC2)o1	19	15%	-3%	-2%	-3%	1%
O=C(c1ccccc1)N1CCN(C(=O)C23CC4CC(CC(C4)C2)C3)CC1	30	1%	5%	-10%	?	-8%
COc1cc(-c2cc(C(=O)Nc3ccncc3)c3ccccc3n2)cc(OC)c1OC	-4	?	.	5%	0%	3%
O=C(NNC(=O)c1cccnc1SCc1cccc([N+](=O)[O-])c1)c1ccc(F)cc1	-92*	?	1%	74%[activator]	-10%	3%
CCOC(=O)c1cccc(NC(=O)c2ccc3snnc3c2)c1	28	.	.	.	20%	1%
Cc1nc(N2CCN(C(=O)c3ccco3)CC2)c2c3c(sc2n1)CC(C)CC3 (centres undefined)	?	13µM*	-1%	-25%	1%	0%
O=C(COc1ccc(Cl)cc1Cl)N1CCN(C/C=C/c2ccccc2)CC1	7	-22%	0%	-11%	-7%	1%
CCC(OC(=O)CNS(=O)(=O)c1ccccc1)C(=O)c1ccccc1 (centres undefined)	-16	19%	6%	0%	?	0%
CC(C(=O)NCc1cccs1)n1cccc1 (centres undefined)	-25	2%	-2%	2%	-5%	-4%
Cc1cc(C)c2c(-n3cccc3)nn(CC#N)c2n1	-23	-11%	3%	-3%	-8%	3%
O=C(CCC(=O)N1CCSc2ccccc21)Nc1cccc(F)c1	-26	-7%	6%	-3%	8%	14%
CCOC(=O)C1CCCN(S(=O)(=O)c2cnc(Cl)c(Br)c2)C1 (centres undefined)	?	?	4%	-2%	3%	32µM*
Cc1cc2c(n1-c1ccc(C(=O)NCCc3ccc(Cl)cc3)cc1)CCCC2	-22	.	.	.	13%	-28%
CCCOc1ccc(-c2c(C(=O)N/N=C/c3cccnc3)nnn2-c2nonc2N)cc1	-5	-8%	.	-8%	?	-12%
CO/N=C(\c1ccccc1)c1cccnc1	27	6%	3%	0%	-4%	10%

Of the compounds above, 3 have an aryl thioether with sulfur outside any ring.
SMILES	HCMV antiviral	HCV inhibitor	FBPA Giardia inh	AMA1 RON2 block	AmpC detergent	Sm TGR inh
CCC(Sc1ncccc1C(=O)OC(C)C)C(=O)N1CCOCC1 (centres undefined)	-6	-3%	0%	5%	-1%	7%
Cc1cccc(C)c1NC(=O)CSc1nnc(C2CCCCC2)o1	19	15%	-3%	-2%	-3%	1%
O=C(NNC(=O)c1cccnc1SCc1cccc([N+](=O)[O-])c1)c1ccc(F)cc1	-92*	?	1%	74%[activator]	-10%	3%

Other entries
SMILES	HCMV antiviral	HCV inhibitor	FBPA Giardia inh	AMA1 RON2 block	AmpC detergent	Sm TGR inh
COC(=O)CC1=NN(c2nc(C)cc(C)n2)C(=O)C1	-73*	13%	5.6µM*	168%[activator]	7%	9%
COc1ccc(OC)c(S(=O)(=O)N(C)CC(=O)Nc2ccc3c(c2)OCCO3)c1	9	-13%	5%	11%	0%	0%
CC(C)C(=O)Nc1ccc(Cl)cc1-c1nc2ccccc2[nH]c1=O	-15	10%	-3%	5%	4%	18%
COc1ccc(/C=C2\CCCc3c2nc2ccccc2c3C(=O)OCC(=O)c2c(N)n(C)c(=O)n(C)c2=O)cc1	.	-22%	-2%	.	-1%	-8%
Cc1ccc(NC(=O)COC(=O)C2=NN(c3ccccc3)C(=O)CC2)c(Br)c1	0	4%	.	12%	4%	-4%
Cc1cc(NC(=O)C(=O)c2cn(C)c3ccccc23)no1	2	?	1%	-9%	1%	-8%
Cc1c(C(=O)Nc2c(C)n(C)n(-c3ccccc3)c2=O)oc2ccc(Cl)cc12	50	-4%	.	-3%	1%	-14%
O=C(CSc1nnc(-c2ccccc2F)o1)N1CCNC1=O	16	0%	.	7%	-5%	-6%
COC(=O)Nc1ncc(CN2CCC(c3ccccc3)CC2)s1	11	-6%	3%	0%	?	-2%
CCC(C)[C@H](NC(=O)NC(C)C)C(=O)O (some centres undefined)	?	18%	0%	15%	?	1%
COc1ccc(CCNC(=O)COC(=O)/C=C/c2cccs2)cc1OC	8	0%	4%	-24%	-8%	-5%
CCN(CC)CCOC(=O)c1ccc([N+](=O)[O-])cc1	34	27%	-11%	3%	1%	6%
